# Screening data (PubChem BioAssay)
# uPA generation: qHTS for Inhibitors of Cell Surface uPA Generation. cell surface uPA generation assay, qHTS. Potency, µM (series often up to 38.3 µM), inactives show top-dose activity change, negative = inhibition, usual class: inhibitors. 0.31% of 330,000 active. AID 540303, 2011; active = well fitted inhibition curve with a large enough effect; inconclusive = small, poorly fitted or top-dose-only effect; inactive = no such curve, though single readings can be large or run the other way; tested in mouse RAW 264.7 cells; note: % is set by controls: 0 for no effect and ±100 for the full control effect; nearly all actives have a fitted effect of over 55% in size
# BRCA1 expr act: qHTS Assay to Identify Small Molecule Activators of BRCA1 Expression. 1.1% of 380,000 active. Potency, µM (series often up to 46.1 µM), for the others: top-dose activation, usual class: activators. MCF7-BRCA1-FFLuc reporter, luminescence, 48 h; response scale: scaled: vehicle 0%, 10 µM genistein 100%. AID 624202, 2012; note: nearly all actives have a fitted effect of over 80% in size; some results filed as inactive show a strong effect at the top dose
#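 MCF7 cells carrying a BRCA1-firefly luciferase reporter (2000 cells/well, phenol-red free MEM) were attached for 2 h at 37 °C, then given compounds for 48 h. Luminescence was read 15 min after luciferase reagent; activity normalized to genistein (10 microM) and DMSO.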
# Gal4-VP16 FLuc: VP16 counterscreen qHTS for inhibitors of ROR gamma transcriptional activity. Drosophila S2 Gal4-VP16 UAS-luciferase, luminescence, 20 h. Potency, µM (series often up to 53.6 µM), inactives show at the top dose activity, negative = inhibition, actives largely listed as inhibitors. 3.5% of 310,000 active. AID 2546, 2010;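 note: Gal4-VP16 expression switched on by copper sulfate through the metallothionein promoter; % is set by controls: 0 for no effect and ±100 for the full control effect; nearly all actives have a fitted effect of over 50% in size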
# p53 reactivator: qHTS assay for re-activators of p53 using a Luc reporter. H1299 p53-A138V BP100-luciferase reporter, luminescence, 24 h. Potency, µM (doses to about 92.2 µM), without a hit: at the highest dose activity change, positive = activation, actives largely listed as activators. 0.063% of 320,000 active. AID 504706, 2011; note: % of control where 0% means no effect; nearly all actives have a fitted effect of over 45% in size
#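 H1299 (p53-null), stable ts p53-A138V + BP100-Luc; 1000 cells/well, Opti-MEM/10% FBS; cpd 4 pt, 1:5; 24 h, 37 deg C, 5% CO2; detection reagent 10 min RT; luminescence.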
# ELG1 genotox: qHTS screen for small molecules that induce genotoxicity in human embryonic kidney (HEK293T) cells expressing luciferase-tagged ELG1; HEK293T ELG1-luciferase reporter, luminescence, 16 h; Potency, µM (highest dose often 46 µM), for inactives: top-dose activity change, positive = activation, actives largely listed as activators; 1.3% of 330,000 active; AID 504466, 2011; note: % of control where 0% means no effect; nearly all actives have a fitted effect of over 60% in size
#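 Genotoxic stress is detected as increased luminescence from luciferase-tagged ELG1 in HEK293T cells, measured with ONE-Glo after a 16 hr treatment at 37 °C.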
# NPC1 prom act: qHTS Assay for NPC1 Promoter Activators; Huh7 NPC1 promoter luciferase reporter, 24 h; Potency, µM (series often up to 9.22 µM), for the others: at the highest dose activation, usual class: activators; 2.4% of 320,000 active;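 note: % of control where 0% means no effect; nearly all actives have a fitted effect of over 60% in size; reporter is driven by a mutant NPC1 promoter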
#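 Readout is luciferase luminescence, reflecting NPC1 promoter activation in stably transfected Huh7 cells after 24 h compound exposure at 37 °C in reduced-serum medium with 10% FBS.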
# MBNL1 CUG block: qHTS Assay for Inhibitors of MBNL1-poly(CUG) RNA binding; Muscleblind-like protein 1 (Homo sapiens), Q9NR56; TR-FRET MBNL1-His/biotin-(CUG)12 binding, 665/545 ratio; Potency, µM (titrated, usually from 57.5 µM), inactives show top-dose activity change, negative = inhibition, actives largely listed as inhibitors; 0.036% of 280,000 active; active = well fitted inhibition curve with a large enough effect in the signal ratio, with a control signal flat, not every such curve was filed as active; inconclusive = small, poorly fitted or top-dose-only effect, or effect the other way, or a change in a side signal; inactive = no such curve, though single readings can be large or run the other way; the % refers to the signal ratio; note: % is set by controls: 0 for no effect and ±100 for the full control effect
#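 MBNL1-His + Biotin-(CUG)12, cpd titration 92 nM–58 uM; Tb anti-His Ab 0.055 ng/ul, SA-XL665 5 nM (final); 60 min RT; ratiometric 665/545 nm, Ex 340 nm; normalized to buffer and full-complex controls.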
# Rab9 prom act: qHTS Assay for Rab9 Promoter Activators | Huh7 Rab9 promoter-luciferase reporter, luminescence, 24 h | Potency, µM (highest dose often 9.22 µM), for the others: at the highest dose activation, negative = inhibition, actives largely listed as activators | 2.8% of 320,000 active | AID 485297, 2010; note: % of control where 0% means no effect; nearly all actives have a fitted effect of over 60% in size
#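 Rab9 promoter-driven luciferase in stably transfected Huh7 cells; 1500 cells/well rested 2 h, exposed to compound in DMSO for 24 h at 37 °C, 5% CO2. Luminescence read 10 min after adding luciferase reagent at ambient temperature.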
# RORg inh: qHTS for inhibitors of ROR gamma transcriptional activity | Potency, µM (highest dose often 53.6 µM), for the others: at the top dose activity change, negative = inhibition, actives largely listed as inhibitors | AID 2551, 2010 | Drosophila S2 Gal4-RORgamma UAS-luciferase reporter, 20 h | 5.4% of 310,000 active | Nuclear receptor ROR-gamma (Mus musculus), P51450; note: % is set by controls: 0 for no effect and ±100 for the full control effect; nearly all actives have a fitted effect of over 60% in size
# Target sequence (P51450 whole entry, looked up, the tested form may be a part): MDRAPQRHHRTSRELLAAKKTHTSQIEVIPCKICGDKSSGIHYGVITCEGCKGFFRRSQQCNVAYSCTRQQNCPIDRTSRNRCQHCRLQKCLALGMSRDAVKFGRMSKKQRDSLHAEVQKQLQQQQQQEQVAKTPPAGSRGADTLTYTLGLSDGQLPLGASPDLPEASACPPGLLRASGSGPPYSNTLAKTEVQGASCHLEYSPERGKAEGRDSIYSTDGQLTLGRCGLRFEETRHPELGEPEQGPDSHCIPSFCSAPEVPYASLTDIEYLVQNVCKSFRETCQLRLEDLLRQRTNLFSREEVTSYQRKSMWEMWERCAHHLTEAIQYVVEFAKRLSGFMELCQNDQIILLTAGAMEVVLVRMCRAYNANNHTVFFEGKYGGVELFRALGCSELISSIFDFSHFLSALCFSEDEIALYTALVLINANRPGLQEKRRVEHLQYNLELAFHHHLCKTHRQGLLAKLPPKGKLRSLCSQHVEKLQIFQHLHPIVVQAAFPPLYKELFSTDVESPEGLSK
#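 In this cell-based reporter format, copper sulfate (700 uM final) drives Gal4–ROR gamma fusion expression from a metallothionein promoter in Drosophila Schneider cells; compounds preincubated 1 hr, reporter read after 20 hr at ambient temperature.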
# FLuc counter: qHTS profiling assay for firefly luciferase inhibitor/activator using purifed enzyme and Km concentrations of substrates (counterscreen for miR-21 project); 6.9% of 360,000 active; purified FLuc, Km substrates, luminescence inhibition; Potency, µM (highest dose often 57.5 µM), for inactives: top-dose activity change, negative = inhibition, actives largely listed as inhibitors; Luciferin 4-monooxygenase (Photinus pyralis), P08659;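 note: plate controls were vehicle for no effect and reference inhibitor for full effect; nearly all actives have a fitted effect of over 55% in size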
# Target sequence (P08659 whole entry, looked up): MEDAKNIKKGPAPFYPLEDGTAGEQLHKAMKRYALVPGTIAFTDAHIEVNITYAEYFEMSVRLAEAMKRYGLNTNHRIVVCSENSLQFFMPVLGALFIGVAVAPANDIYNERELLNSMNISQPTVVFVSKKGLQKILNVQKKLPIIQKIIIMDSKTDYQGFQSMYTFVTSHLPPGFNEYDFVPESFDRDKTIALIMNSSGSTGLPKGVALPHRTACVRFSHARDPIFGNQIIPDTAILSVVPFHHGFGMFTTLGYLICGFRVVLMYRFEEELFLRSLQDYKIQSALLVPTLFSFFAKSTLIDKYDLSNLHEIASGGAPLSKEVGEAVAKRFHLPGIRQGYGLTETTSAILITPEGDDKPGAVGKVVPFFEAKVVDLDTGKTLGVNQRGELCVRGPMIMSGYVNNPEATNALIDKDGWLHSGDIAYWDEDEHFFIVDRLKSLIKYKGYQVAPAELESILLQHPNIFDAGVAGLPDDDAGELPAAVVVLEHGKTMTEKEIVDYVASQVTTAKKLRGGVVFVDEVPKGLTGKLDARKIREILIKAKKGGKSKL
#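 Purified P. pyralis luciferase (10nM final) with 10uM D-luciferin and 10uM ATP (Km levels) in 50mM Tris acetate pH 7.5, 10mM Mg acetate, 0.01% Tween-20, 0.05% BSA; qHTS 6-point titration, ~60 µM downward; luminescence read.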
# * hit, by the source's call; ? = inconclusive; . = not tested or not shown; & = joins results of further samples; [ ] = another dose, or the depositor's remark. Unless noted, calls come from the whole dose curve; as a rule, active = well fitted curve in the direction sought with a large enough effect; inconclusive = small, poorly fitted or top-dose-only effect, or another doubt; inactive = no such curve, though single readings can be large; an effect the other way counts as inactive or inconclusive. Potency is the fitted concentration of half-maximal effect.
SMILES,uPA generation,BRCA1 expr act,Gal4-VP16 FLuc,p53 reactivator,ELG1 genotox,NPC1 prom act,MBNL1 CUG block,Rab9 prom act,RORg inh,FLuc counter
CCN(CC)c1ccc(NC(=O)c2ccccc2F)cc1,-11.1%,-13.7%,-29.7%,39.8µM*,?,?,-4.7%,0.562µM*,-11.8%,6.01µM*
CCN(CC)CCN(Cc1cc2cc3c(cc2[nH]c1=O)OCO3)C(=S)NCC1CCCO1 (stereo not given),-0.8%,-15.3%,2.3%,-0.6%,-3.6%,1.3%,2.5%,-1.3%,-18.9%,0.0%
CC(C)(C)n1c(O)c2ccc(C(=O)N=NC(=O)c3ccccc3)cc2c1O,-1.5%,5.0%,-1.8%,11.3%,5.9%,1.6%,?,-0.3%,5.3%,-21.9%
NNC(=O)c1cc2c(N3CCC(Cc4ccccc4)CC3)ncnc2s1,0.4%,-71.6%,?,-0.8%,-5.8%,-3.3%,10.2%,0.1%,43.7%,-9.5%
O=C(c1ccc(Br)o1)N(Cc1ccccc1)Cc1ccccc1,?,-2.3%,?,-5.1%,2.3%,-2.9%,1.7%,-7.0%,?,-5.4%
COc1ccc(OCC(=O)Nc2cccc(S(=O)(=O)N(C)c3ccccc3)c2)c([N+](=O)[O-])c1,6.9%,6.7%,.,8.9%,6.8%,-8.2%,.,-4.8%,.,2.8%
COc1ccc(S(=O)(=O)N2CCC(C(=O)NC(C)CCc3ccccc3)CC2)cc1 (stereo not given),-5.9%,-7.2%,-5.8%,-7.4%,-14.4%,0.5%,-3.9%,-3.8%,?,-0.1%
COC(=O)c1ccc(NC(=O)CCn2cccc2)cc1,-0.7%,4.9%,14.8%,17.5%,2.1%,8.0%,-10.3%,2.0%,41.9%,-1.6%
CCCCC(=O)Oc1cc(C)[nH]c(=O)c1[N+](=O)[O-],2.4%,-44.2%,-19.3%,-5.1%,-0.9%,0.6%,-7.2%,6.1%,-7.5%,-5.9%
Cc1ccc2cc(C)c3nnc(SCC(=O)c4cccs4)n3c2c1C,2.1%,4.2%,-5.9%,2.7%,0.4%,3.4%,?,-1.9%,-15.8%,?
O=C(N/N=C/c1ccc(O)cc1)c1csc2ccccc12,-11.1%,28.1%,-2.0%,-1.1%,1.0%,19.3%,22.3%,1.4%,-33.5%,15.1µM*
CC(C)CCN(C(=O)CNC(=O)c1cccs1)C(C(=O)NC1CCCCC1)c1cccnc1 (stereo not given),0.7%,-0.4%,5.6%,-2.6%,-0.7%,0.9%,4.3%,2.3%,16.5%,1.2%
CCc1nnc(NC(=O)c2ccncc2)s1,0.6%,44.6%,19.5%,1.9%,7.5%,-2.1%,-10.7%,1.4%,3.6%,-17.2%
NC(=O)C1CCN(C(=O)CCSc2ccccc2)CC1,-1.6%,96.7%,2.2%,15.5%,?,28.8%,-8.6%,?,-22.2%,?
CCOC(=O)c1cncc(C#CCOC(=O)Nc2ccc(OC(F)(F)F)cc2)c1,7.0%,-30.2%,-0.9%,2.1%,3.9%,1.2%,-9.5%,0.0%,10.0%,6.3%
CCCCNS(=O)(=O)c1ccc2nc(-c3cccnc3)cc(C(=O)NC(C)C)c2c1,12.7%,-44.7%,5.1%,-4.6%,7.8%,-2.2%,29.0%,-3.4%,11.3%,0.4%&7.7%
CCOC(=O)C(NC(=O)NCc1cccc(C(F)(F)F)c1)(OCC)C(F)(F)F (stereo not given),-0.4%,0.3%,10.2%,-15.5%,-0.1%,-4.2%,-25.9%,-3.6%,37.0%,0.0%
O=S1(=O)c2ccccc2C(CCO)N1Cc1ccccc1 (stereo not given),-3.1%,-10.9%,3.5%&-1.7%,-2.1%,-2.5%,-0.2%,-7.9%,-0.4%,9.9%&2.2%,-0.2%
Cc1cc(-c2ccccc2)nc(N(C)NC(=O)c2cccc(C(F)(F)F)c2)c1S(C)(=O)=O,3.3%,-19.8%,3.3%,-0.5%,-7.3%,-2.5%,-1.1%,-0.1%,7.4%,5.1%
Cc1cccc(C(=O)OCC(=O)NN2C(=O)NC3(CCCCC3)C2=O)c1,-13.1%,3.0%,.,0.3%,-0.3%,-11.7%,.,7.7%,.,0.5%
C=CCn1c(=O)n2ncnc2c2c3c(sc21)CCCC3,-0.8%,-5.6%,2.1%,1.6%,-3.7%,-1.3%,-0.9%,9.5%,?,0.5%
CCCCn1c(N)c(N(CC(C)C)C(=O)CSc2ccc([N+](=O)[O-])cc2)c(=O)[nH]c1=O,-1.3%,2.8%,.,6.5%,-2.1%,0.2%,.,-2.2%,.,0.5%
Cc1ccc(-n2nc3c(=O)n(CCCC(=O)NCCN4CCN(C)CC4)nc(C)c3c2C)cc1,3.8%,8.6%,-0.1%,9.6%,0.4%,-4.7%,-5.9%,-3.9%,4.5%,-0.1%
CCCCC(=O)Oc1c(S(=O)(=O)c2ccc(C)cc2)c(C)nn1C(C)(C)C,-1.8%,-28.8%,6.8%,5.2%,-12.6%,-3.1%,-2.5%,-1.1%,17.6%,-0.4%
COc1ccc(/C=C/C(=O)O)cc1S(=O)(=O)Nc1ccc2c(c1)OCO2,3.8%,8.4%,3.9%,2.6%,-1.9%,-0.4%,-1.3%,-5.0%,8.2%,1.5%
# (next part)
SMILES,uPA generation,BRCA1 expr act,Gal4-VP16 FLuc,p53 reactivator,ELG1 genotox,NPC1 prom act,MBNL1 CUG block,Rab9 prom act,RORg inh,FLuc counter
Cn1cnc(S(=O)(=O)Nc2ccccc2N2CCOCC2)c1,1.4%,21.2%,1.1%,0.0%,0.7%,1.9%,.,2.1%,2.1%,-0.6%
CNc1ccc(C(O)(C(F)(F)F)C(F)(F)F)cc1C(O)(C(F)(F)F)C(F)(F)F,.,6.3%,-1.5%,19.4%,-14.3%,-0.9%,-5.9%,-2.4%,-21.6%,0.1%
O=C(COC(=O)c1ccc2c(c1)S(=O)(=O)c1ccccc1C2=O)NC1CC1,-0.3%,11.5%,10.0%,-1.7%,0.7%,-4.5%,?,-4.1%,1.5%,2.0%
COc1ccc(-n2nc(C(=O)NCC(=O)NCCCN3CCCCCC3)c3ccccc3c2=O)cc1Cl,-1.8%,-49.9%,-9.2%,-1.3%,-2.4%,-6.3%,5.3%,-3.3%,2.4%,3.8%
Nc1cc(=O)[nH]c(SCCNS(=O)(=O)c2ccccc2)n1,3.7%,-7.2%,4.8%,-5.3%,4.8%,7.0%,4.4%,1.5%,2.2%,3.6%
CC(/C=N/N1CCN(c2ccc(C)cc2)CC1)=C\c1ccccc1,5.6%,14.0%,2.7%,-10.3%,-1.8%,-0.5%,-3.3%,-2.0%,-17.6%,3.3%
COc1ccc(Cl)cc1/C=C/c1ccc2cccc(O)c2n1,?,50.7%,0.794µM*,?,?,3.98µM*,3.3%,3.55µM*,0.891µM*,16.9µM*
Cc1nc(-c2ccccc2)sc1C(=O)CSc1ccccc1,5.0%,28.8%,-1.0%,19.3%,4.6%,-0.5%,35.3%[activator],0.9%,-5.3%,?
CCOC(=O)c1[nH]c(=O)[nH]c1CSCCO,1.9%,4.1%,14.9%,8.3%,0.7%,1.9%,-8.5%,3.7%,-4.4%,-1.7%
CSc1nc(C)c(C(=O)Nc2ccccc2)c(-c2ccco2)c1C#N,-23.3%,-44.8%,1.5%,-5.3%,-7.4%,-4.6%,3.8%,-0.3%,39.7%,-0.4%
O=C(CSc1ccc(F)cc1)Nc1ccc(Br)cc1,-6.0%,1.4%,-1.9%,?,?,?,-1.5%,2.82µM*,?,13.5µM*
NCCc1nnc(SCc2ccc(F)cc2)o1,0.5%,2.2%,-11.3%,-1.9%,-1.1%,2.3%,-2.5%,2.4%,-18.1%,0.2%
O=C(c1cc(-c2ccc(Cl)cc2)on1)N1CCN(c2ccccc2)CC1,2.8%,17.4%,-9.1%,?,?,13.6%,-0.3%,?,-6.5%,10.7µM*
CC1(C)CC(NC(=O)C2CCCCC2)CC(C)(C)N1,3.2%,-8.9%,-1.4%,-3.8%,-5.1%,-1.5%,-1.6%,4.1%,-20.9%,-1.4%
CCOc1ccc(/C=C2\SC(=S)N(C(C(=O)O)c3ccccc3)C2=O)cc1OC (stereo not given),-13.0%,30.5%,-11.1%,-1.3%,1.9%,-0.8%,34.9%[activator],-11.2%,5.0%,19µM*
CC1CCN(C(=O)C2CCN(S(=O)(=O)c3cccnc3)CC2)CC1,4.2%,2.8%,-9.4%,-0.5%,0.0%,0.7%,-7.7%,-3.1%,-7.4%,-1.7%
Cc1cccc(NC(=O)C2CC(O)CN2C(=O)Oc2ccccc2)c1 (stereo not given),-2.0%,0.2%,2.8%,-1.9%,-2.2%,-7.4%,-0.8%,0.4%,-8.7%,-0.7%
